Screening results: PubChem BioAssay, several laboratories
iPSC survival up: enhancers of human iPSC single-cell survival. hiPSC single-cell survival, ATPlite luminescence; 100% = ROCK inhibitor wells, 0% = DMSO. survival enhancement, % at 20 µM. hit rate 0.044% among 360,000. AID 602274; in the data active = survival enhancement above about 18%;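 also: cells exposed to compounds for 16 hours before the ATP read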
H9c2 protect: protects H9c2 cardiomyocytes from peroxide injury | hit rate 0.63% among 360,000 | AID 588492 | H2O2 injury protection, ATPLite, 2 h | protection from H2O2 cell death, % at 20 µM;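 active = compounds giving at least 50% protection of heart cells from peroxide-induced death in the single-dose screen, raw or plate-pattern-corrected value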;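 also: 0% = DMSO wells with peroxide and 100% = DMSO wells without peroxide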
aDG glyco act: alpha-DG glycosylation activation; activation, % at 10 µM; hit rate 0.22% among 360,000; Pro5-aDG cells, alpha-DG glycosylation AlphaScreen (IIH6); 0% Pro5, 100% B10-LARGE cell signal;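 active = activation of at least 8% versus controls, or a plate z-score of at least 8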;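 also: Pro5 are CHO cells carrying HIG-tagged alpha-DG that lacks glycosylation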
MC4R barr agon: human MC4R agonism via beta-arrestin; U2OS MC4R beta-arrestin complementation, luminescence; percent of melanotan II response, DMSO zero; activation, % at 8.9 µM; hit rate 0.98% among 360,000; P32245;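 active = activation above a per-plate cutoff, the mean activation of sample wells on that plate plus 3 SD, cut at about 8% in these data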
Target sequence (P32245 whole entry, looked up): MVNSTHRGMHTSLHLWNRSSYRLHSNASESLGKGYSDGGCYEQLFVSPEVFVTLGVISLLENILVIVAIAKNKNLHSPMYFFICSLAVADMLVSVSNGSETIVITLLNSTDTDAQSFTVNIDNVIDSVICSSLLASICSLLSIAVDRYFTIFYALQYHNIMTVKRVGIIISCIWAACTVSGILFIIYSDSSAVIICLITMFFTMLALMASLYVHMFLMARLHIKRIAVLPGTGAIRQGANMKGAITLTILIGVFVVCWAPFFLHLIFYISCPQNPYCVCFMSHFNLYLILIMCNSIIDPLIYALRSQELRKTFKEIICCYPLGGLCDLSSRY
m5-HT2A agonist: activates the mouse 5-HT2A serotonin receptor; P35363; CHO-K1 mHTR2A beta-arrestin complementation, luminescence; percent of 30 µM serotonin response; activation, % at 7.6 µM; hit rate 0.66% among 360,000; AID 624169;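 active = activation above a run cutoff, the mean activation of all tested compounds plus 3 SD, cut at about 14% in these data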;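 also: 0% = plate median of compound wells and 100% = 30 µM serotonin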
Target sequence (P35363 whole entry, looked up): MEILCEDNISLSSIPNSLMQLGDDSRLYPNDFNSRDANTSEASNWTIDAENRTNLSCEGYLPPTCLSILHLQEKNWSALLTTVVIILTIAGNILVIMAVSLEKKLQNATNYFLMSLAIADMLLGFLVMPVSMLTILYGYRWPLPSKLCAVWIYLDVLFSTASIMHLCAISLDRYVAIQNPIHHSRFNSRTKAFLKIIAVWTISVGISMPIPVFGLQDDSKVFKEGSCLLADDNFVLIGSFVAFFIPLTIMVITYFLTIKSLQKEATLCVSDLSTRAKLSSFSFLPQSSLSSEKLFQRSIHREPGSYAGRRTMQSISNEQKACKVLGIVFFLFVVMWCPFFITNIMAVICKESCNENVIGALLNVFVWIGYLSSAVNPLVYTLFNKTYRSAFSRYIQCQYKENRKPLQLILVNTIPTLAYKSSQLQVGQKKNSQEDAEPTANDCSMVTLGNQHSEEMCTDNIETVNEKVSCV
ABCB6 inh 2: human ABCB6 transporter inhibition | K562-ABCB6 porphyrin accumulation, flow cytometry, 1 h; hits give low values | fluorescence ratio to DMSO, % at 10 µM | hit rate 0.19% among 360,000 | Q9NP58;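 active = fluorescence ratio to DMSO below 75%, the collection mean minus 3 SD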;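 also: signal is porphyrin accumulated inside mitochondria; 100% equals median channel fluorescence of DMSO control wells; lower ratio means ABCB6 inhibition with less porphyrin fluorescence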
Glyco luc inh: blocks N-linked glycosylation in D54 reporter cells; D54 ERlucT glycosylation luciferase reporter, 24 h; percent of 100 nM tunicamycin response; reporter increase, % at 12.5 µM; hit rate 0.23% among 360,000; AID 588692;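 active = mean luciferase reporter signal, scaled so untreated is 0 and the glycosylation-blocking control 100, at or above a set limit in every replicate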;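 also: luciferase carries N-glycosylation sites so blocking glycosylation raises the light; 0% = median of neutral control wells and 100% = median of 100 nM tunicamycin wells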
MC4R antag cAMP: antagonists of human melanocortin 4 receptor (MC4R); P32245; MC4R-expressing cells, MTII-stimulated cAMP, LANCE TR-FRET; inhibition, % at 6.5 µM; hit rate 0.48% among 360,000; AID 540295;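 active = inhibition above its plate's cutoff, the mean of tested wells on that plate plus 3 SD, cut at about 29% in these data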;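 also: 0% = Melanotan II alone and 100% = Melanotan II plus saturating MCL0020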
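system = U2OS cells with stable human MC4R expression | also added = Melanotan II challenge after compound preincubation | dosing = one concentration, 6.5 µM nominal | incubation = compound 30 min, challenge 1 h, detection 1 h | measured by = TR-FRET with Eu-cAMP and labeled anti-cAMP, 671 nm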
Exocytosis inh: blocks lytic granule exocytosis; TALL-104 LAMP-1 surface exposure, flow cytometry; cells stimulated with thapsigargin and PMA; inhibition, % at 10 µM; hit rate 0.66% among 360,000;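 active = inhibition above about 55%, limit read from the data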
ABHD5-PLIN5 inh: inhibitors of human ABHD5-perilipin-5 interaction | Split G. princeps luciferase complementation, luminescence, 4 h | inhibition, % at 4 µM | hit rate 0.78% among 360,000 | Q00G26+Q8WTS1;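 active = inhibition above the mean inhibition across every tested compound plus 3 SD, cut at about 22% in these data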;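 also: 0% = DMSO only wells and the 100% control is not disclosed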
Numbers without * were called inactive; · = not tested or not shown.

SMILES	iPSC survival up	H9c2 protect	aDG glyco act	MC4R barr agon	m5-HT2A agonist	ABCB6 inh 2	Glyco luc inh	MC4R antag cAMP	Exocytosis inh	ABHD5-PLIN5 inh
Cc1ccc(-n2nc(C)c(NC(=O)CCl)c2C)cc1	-1.9	4	1.2	0.3	-4	98	55*	17	-1	2
Cc1nn2c(N)c(-c3ccccc3)cnc2c1-c1ccccc1	-0.6	-5	0.1	4.1	0	98	2	-4	4	-5
CCOc1ccc(/C(O)=C2/C(=O)C(=O)N(CCOCCO)C2c2cccnc2)cc1 (stereo not drawn)	-1.5	0	-0.4	-1.3	1	105	3	8	7	-3
CCSc1cc(C)nc2c(-c3ccccc3)c(C)nn12	3.1	-2	0.1	-1.7	8	100	7	-10	2	-1
Cn1c2ccccc2c(=O)c2ccc(C#Cc3ccc(N)cc3)cc21	-0.1	36	1.0	-1.7	0	115	-8	11	-8	19
Cc1ccc(NC(=O)NC2CCCCCCC2)cc1	-0.4	-9	0.2	-0.7	0	101	-6	8	-14	-7
O=C(CCc1nnc(-c2ccsc2)o1)NCc1ccccc1OC(F)(F)F	-0.5	-2	0.3	-0.8	0	93	1	10	0	0
CCCCNc1c(-c2ccc(-c3ccc(C(C)=O)cc3)c(OC)c2)nc2cnccn12	3.1	3	1.5	1.0	7	125	-6	13	-6	-11
CCOc1ccc(NS(=O)(=O)c2ccc(C(=O)NCc3cccnc3)cc2)cc1	-0.2	-12	0.2	-2.6	3	80	-2	-1	14	-14
O=C(NCCO)c1ccc(-c2nnc(Nc3ccc(O)cc3)c3ccccc23)cc1	0.8	-3	-0.1	-0.7	-14	102	2	11	7	-13
CCCC[n+]1c(C)sc2ccc(C)cc21	4.9	-3	-0.2	1.7	0	104	0	7	-2	-3
COc1ccc(COC(=O)CN2C(=O)NC3(CC(C)CC(C)(C)C3)C2=O)cc1F (stereo not drawn)	3.5	2	0.7	0.7	4	96	-3	4	1	4
O=C(C[n+]1ccccc1)N/N=C/c1cc(Br)ccc1F	9.7	0	0.1	-1.2	-6	103	-1	1	-10	-7
CCOc1ccc(NS(=O)(=O)c2cc(C(=O)NCC3CCCO3)ccc2Cl)cc1 (stereo not drawn)	0.2	-6	0.0	1.8	2	98	-1	1	-2	2
Cc1cc(C)c(S(=O)(=O)N2CCN(C(=O)c3cc(=O)[nH]c4ccccc34)CC2)c(C)c1	-0.4	63*	-0.1	-1.1	1	85	-2	1	-2	-1

Some values from the entries so far:
Reading of O=C(C[n+]1ccccc1)N/N=C/c1cc(Br)ccc1F in MC4R antag cAMP: 1
Reading of O=C(CCc1nnc(-c2ccsc2)o1)NCc1ccccc1OC(F)(F)F in aDG glyco act: 0.3

Following part:
SMILES	iPSC survival up	H9c2 protect	aDG glyco act	MC4R barr agon	m5-HT2A agonist	ABCB6 inh 2	Glyco luc inh	MC4R antag cAMP	Exocytosis inh	ABHD5-PLIN5 inh
COc1ccc(-c2csc3ncn(CC(=O)N4CCOCC4)c(=O)c23)cc1	1.6	-2	-0.2	-0.3	5	102	2	1	-2	-7
CCOC(=O)C1CCN(C(=O)COc2cc(C)c(Br)cc2C)CC1	-1.4	-23	0.2	0.9	1	97	1	4	-1	0
COc1cccc(N=C2SC(C(=O)Nc3ccc(F)cc3)CC(=O)N2C)c1 (stereo not drawn)	-0.3	-1	0.2	1.7	1	98	-2	-7	1	16
Cc1ccc(S(=O)(=O)N2CCN(Cc3ccsc3)CC2)cc1	-0.7	-5	0.4	-2.0	-3	97	-5	4	2	1
CCNCc1nc2cc(Cl)ccc2c(=O)[nH]1	0.5	11	0.2	-0.4	3	82	0	-7	8	7
O=C(CCN1C(=O)c2cccc3cccc(c23)C1=O)Nc1ccon1	0.0	5	0.1	0.4	2	87	8	13	-1	-1
CCOC(=O)N1CCN(S(=O)(=O)c2ccc(Br)cc2)CC1	0.6	0	0.0	-1.0	2	99	-1	12	-7	-2
Cc1cc(C)n(CC(C)NC(=O)c2cc(COc3c(F)cccc3F)on2)n1 (stereo not drawn)	-0.6	2	0.2	1.1	4	96	0	16	-1	-1
O=C(CSc1ncn(-c2ccccc2)n1)Nc1nc2c(s1)CCCC2	-1.8	-4	-0.1	-0.8	-3	83	-1	8	15	-5
COc1ccc2cc(C(=O)C3CCCN(C(=O)c4cnccn4)C3)ccc2c1 (stereo not drawn)	-0.3	1	-0.1	-2.1	-2	96	1	-10	1	-6
Cn1nc(C(=O)NCC(=O)Nc2ccc(F)c(F)c2F)c2ccccc2c1=O	1.7	0	0.0	-1.5	-1	101	6	2	-1	3
O=C(O)CC(Cc1ccccc1)(C(=O)O)c1ccccc1 (stereo not drawn)	-0.3	1	0.1	-0.3	1	100	1	16	0	1
COc1ccc(N(CC(=O)O)S(C)(=O)=O)cc1OC	-0.7	-1	-0.1	-1.3	2	98	0	4	2	9
CCc1cccc(NS(=O)(=O)c2c(C)nc3sc(CC)nn3c2=O)c1	-0.3	-14	-0.1	-0.5	2	94	-1	3	-4	2
CCOc1ccc(NC(=O)C2CCCN(S(C)(=O)=O)C2)cc1 (stereo not drawn)	-0.6	2	0.0	0.1	5	102	1	1	-5	-13
COc1ccc(OC(=O)c2cc3cc(Cl)ccc3oc2=O)cc1	-0.3	3	-0.1	-2.0	0	102	0	4	-6	-12
Cc1cccc(C(=O)N2CCC(=O)N([C@H](COCc3cccc(Cl)c3)Cc3ccccc3)CC2)c1	-0.8	·	0.0	·	-2	99	·	·	37	8
S=c1[nH]nc(-c2ccn[nH]2)n1-c1ccccc1Cl	-0.5	-5	-0.1	-0.2	7	100	3	-3	-2	1
C=CCN1C(=O)c2ccc(C(=O)OCC(=O)N(CC)C3CCS(=O)(=O)C3)cc2C1=O (stereo not drawn)	-0.3	7	-0.2	-1.1	7	92	2	2	-6	1
O=C(O)Cc1ccc(NS(=O)(=O)c2c(Cl)cccc2Cl)cc1	0.0	0	-0.1	-2.6	-4	102	3	9	-6	2
CC1CCCC(C)N1/N=C/c1cccc([N+](=O)[O-])c1 (stereo not drawn)	-0.1	-3	-0.1	1.2	1	106	1	6	1	-2
Cc1ccc(C(=O)NNC(=S)Nc2cccc3ccccc23)s1	-0.3	-22	0.0	-1.8	-1	100	1	9	0	-6
Cc1ccc(S(=O)(=O)N(C)C)cc1NC(=O)CCc1c[nH]c2ccccc12	-0.3	8	-0.5	-2.6	-2	93	-1	-1	1	-3
O=C1N(Cc2cccnc2)C[C@@H]2C[C@@H](c3ccc4nsnc4c3)N3CCC[C@@]123	-2.4	4	0.1	-1.5	0	104	2	5	-2	1
C/C(=N\Nc1nc(Cl)c(Cl)cc1Cl)c1ccc(S(=O)(=O)NCc2ccco2)cc1	3.2	-2	0.5	3.0	-1	94	-1	24	-2	-4
CCOc1ccc(C(=O)Nc2ccccc2N2CCOCC2)cc1	1.0	12	0.1	-1.5	2	94	12	-5	1	-2
Nc1nc(NCc2ccccc2)nc(-c2ccccc2)n1	-2.9	-4	0.1	1.6	-4	90	5	10	-2	5
O=C(CCC(=O)c1cccs1)OCC(=O)c1ccc(Cl)s1	2.0	-4	-0.2	0.2	-3	104	1	0	17	3
CN1N=C(C(C)(C)C)CSC1=Nc1ccc(F)cc1	-0.1	-8	0.2	0.6	0	96	1	11	-4	5
CCc1ccccc1NC(=O)c1cc(C2CC2)on1	0.0	13	0.0	-1.4	0	101	2	2	-9	7
O=C(Oc1ccccc1N1CCOCC1)c1ccccc1	-0.6	-2	-0.1	-0.9	6	98	1	4	9	-2
CCCc1cc(-n2cnc3ccccc32)n2c(nc3ccccc32)c1C#N	-3.1	7	0.3	-1.0	-7	96	1	0	1	-6
Cc1ccc(NC(=O)C2CCCN(S(=O)(=O)c3c(C)noc3C)C2)nc1 (stereo not drawn)	-0.6	-7	-0.1	-2.1	-1	87	-2	0	0	-7
CCN(CC)CCN(C(=O)c1ccc(C(=O)c2ccccc2)cc1)c1nc2c(OC)cccc2s1	0.0	7	0.1	-0.7	-14	94	1	8	-1	5
O=C(Nc1cccc2ccccc12)c1ccccc1NS(=O)(=O)c1cccc2cccnc12	0.9	6	0.0	0.2	2	112	2	18	8	-2
Cc1nn(C)cc1CNC(=O)c1ccc(F)cc1	4.6	5	-0.1	4.6	2	101	1	7	-2	-5
N#C/C(=C\c1ccc2c(c1)OCCO2)C(=O)NC1CCCCC1	0.2	8	0.4	1.2	-2	100	2	-3	1	-1
Cc1ccc(S(=O)(=O)N2CCN(c3ccccc3)CC2)cc1	-0.6	-5	0.0	0.5	0	103	1	0	2	5
COc1ccc(C(=O)C2CCCN(Cc3cccn3-c3ccc(Cl)cn3)C2)c(OC)c1 (stereo not drawn)	-4.1	-28	1.1	-2.4	-4	98	4	7	68*	7
CC(C)(C)NC(=O)Cc1ccc(Cl)c(Cl)c1	-2.3	-4	-0.1	-0.1	2	101	-1	0	6	-5
N#Cc1ccc(S(=O)(=O)N2CCC(N3CCCCC3)CC2)cc1	0.0	3	0.0	-0.2	-1	85	-6	-1	-12	2
O=C(NC12CC3CC(CC(C3)C1)C2)N1CCC(O)CC1	-0.4	9	0.1	-1.5	-3	91	1	4	-2	-2
CCSc1ccccc1C(=O)N1CCN(c2ccccc2F)CC1	-2.7	2	0.1	-1.0	-4	96	1	-7	0	2
COc1ccc(Cl)cc1NC(=O)c1cc(-c2ccc(C)cc2O)n[nH]1	-0.2	2	-0.1	-0.6	-4	97	1	-4	2	-3
O=C(Nc1cccc(Cl)c1)NC1CCN(C2CCCCC2)C1 (stereo not drawn)	-0.8	-5	0.2	1.4	4	47*	-3	10	7	-4
Cc1cc(Br)ccc1NC(=O)CN(C)C(=O)COc1cccc2c1OC(C)(C)C2	-0.5	1	0.1	-0.4	3	100	12	1	11	4
CCOc1ccc(COC(=O)C2CC(=O)N(CCc3ccccc3)C2)cc1OC (stereo not drawn)	-0.1	-4	-0.2	-2.0	0	93	1	1	-2	-1
Cn1nccc1NS(=O)(=O)c1ccc(C(C)(C)C)cc1	-0.5	1	0.1	-1.1	8	95	3	11	-3	1
O=C(NNC(=O)C1CCN(S(=O)(=O)c2ccccc2C(F)(F)F)CC1)c1ccccc1O	0.8	37	0.1	-5.0	3	101	-7	11	2	0
CC(=O)Oc1ccc(Cn2c(C)c(C(=O)NCc3ccccc3C(F)(F)F)sc2=O)cc1	-1.5	-1	-0.2	0.1	-6	103	-1	1	12	-2
COc1ccc(NC(=O)c2cc(C)on2)cc1	-0.6	-2	0.0	-2.4	-1	99	-3	-5	-2	-1
COc1ccc(OC)c(-c2cc(C(=O)O)c3cc4ccccc4cc3n2)c1	3.3	4	0.0	-1.4	-4	100	2	2	-6	2
